High-throughput results as filed in PubChem BioAssay.
USP2a inh – qHTS Assay for Inhibitors of Ubiquitin-specific Protease USP2a Using CHOP2 as the Reporter | Ubiquitin carboxyl-terminal hydrolase 2 (Homo sapiens), O75604 | USP2 core, Ub-CHOP2 coupled fluorogenic reporter, 485/531 | Potency, µM (titrated, usually from 38.3 µM), for the others: at the highest dose activity change, negative = inhibition, most hits filed as inhibitors | actives 0.01% (n = 330,000);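 note: potency is the fitted concentration of half-maximal effect; plate controls were DMSO wells for no effect and full inhibition by NEM control for full effect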
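USP2 core (10nM final) preincubated 30min RT with compound in 20mM Tris-HCl pH 8.0, 2mM CaCl2, 2mM beta-mercaptoethanol, 0.05% CHAPS; 25nM Ub-CHOP2 plus 25nM reporter substrate added, fluorescence (Ex485/Em531) read after 60min.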
TRPV1 ag – HTS Assay for Compounds that Act as Agonists of the Vanilloid Receptor 1. actives 0.19% (n = 320,000). AID 540275, 2011. TRPV1-expressing cells, Fluo-8 calcium influx, agonist mode. activation, % at 8.33 µM; in the data active = activation above about 80%; inconclusive = between about 30% and that limit; note: 0% is about no effect
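Fluo-8 calcium influx in TRPV1-expressing cells, kinetic read (ex 480/em 520 nm). Compound added and read 3 min for agonist activity, followed by capsaicin at EC20 final and 2 min further read for enhancement.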
Giardia kill – Small Molecules that selectively kill Giardia lamblia: qHTS; Giardia lamblia trophozoite viability; activity change, % at 7.66 µM, hits read low; actives 0.15% (n = 340,000); in the data active = activity change below about -80%; inconclusive = between about -30% and that limit;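 note: parasites exposed to compound for two days anaerobically before the ATP read; % is set by controls: 0 for no effect and ±100 for the full control effect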
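Viability, read as ATP luminescence: trophozoites at 100 cells/well, compound added, 48 hrs anaerobic at 37 deg C, then 15-30 min room-temperature development before reading.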
PKM2 act – qHTS Assay for Activators of Human Muscle isoform 2 Pyruvate Kinase. actives 0.34% (n = 260,000). Potency, µM (doses to about 57.5 µM), without a hit: at the highest dose activation, actives largely listed as activators. Pyruvate kinase PKM (Homo sapiens), P14618. purified PKM2, Kinase-Glo ATP luminescence, activation; response scale: 0% is enzyme alone, no compound; note: potency is the fitted concentration of half-maximal effect; % is set by controls: 0 for no effect and ±100 for the full control effect; nearly all actives have a fitted effect of over 55% in size
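Purified hPK-M2 (>95%) run at intermediate activity with 0.1 mM ADP and 0.5 mM PEP in 50 mM imidazole pH 7.2, KCl, MgCl2; 1 h room temperature. ATP formed read by Kinase-Glo luminescence; normalized to uninhibited and no-enzyme controls.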
KCNH2 WT inh – qHTS for Inhibitors of KCHN2 3.1: Wildtype qHTS | U2OS, BacMam KCNH2, thallium flux FluxOr; hits give low values | actives 0.37% (n = 340,000) | activity change, % at 1.84 µM;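 active = maximum activity change below -70%; inconclusive = maximum activity change between -70% and -50%; inactive = maximum activity change above -50%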; note: % is set by controls: 0 for no effect and ±100 for the full control effect
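U2OS cells transduced with wild-type KCNH2 virus are loaded with FluxOr dye for 45 min, and thallium flux is measured in kinetic reads before and after stimulation buffer. Rate constants are normalized to DMSO controls.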
Menin MLL FP TR – qHTS Assay for Inhibitors Targeting the Menin-MLL Interaction in MLL Related Leukemias: Competition With Texas Red Labeled MLL-derived Mutant Peptide. actives 0.23% (n = 270,000). Menin + Texas Red MLL mutant peptide, fluorescence polarization. AID 1768, 2009. O00255. Potency, µM (series often up to 61.6 µM), for inactives: at the top dose FP activity change, negative = inhibition, actives largely listed as inhibitors; active = well fitted inhibition curve with a large enough effect in the polarisation, with a control signal flat, not every such curve was filed as active; inconclusive = small, poorly fitted or top-dose-only effect, or effect the other way, or a change in a side signal; inactive = no such curve, though single readings can be large or run the other way; the % refers to the polarisation; note: potency is the fitted concentration of half-maximal effect; % of control where 0% means no effect; many of its hits are not listed in these tables
Target sequence (O00255 whole entry, looked up): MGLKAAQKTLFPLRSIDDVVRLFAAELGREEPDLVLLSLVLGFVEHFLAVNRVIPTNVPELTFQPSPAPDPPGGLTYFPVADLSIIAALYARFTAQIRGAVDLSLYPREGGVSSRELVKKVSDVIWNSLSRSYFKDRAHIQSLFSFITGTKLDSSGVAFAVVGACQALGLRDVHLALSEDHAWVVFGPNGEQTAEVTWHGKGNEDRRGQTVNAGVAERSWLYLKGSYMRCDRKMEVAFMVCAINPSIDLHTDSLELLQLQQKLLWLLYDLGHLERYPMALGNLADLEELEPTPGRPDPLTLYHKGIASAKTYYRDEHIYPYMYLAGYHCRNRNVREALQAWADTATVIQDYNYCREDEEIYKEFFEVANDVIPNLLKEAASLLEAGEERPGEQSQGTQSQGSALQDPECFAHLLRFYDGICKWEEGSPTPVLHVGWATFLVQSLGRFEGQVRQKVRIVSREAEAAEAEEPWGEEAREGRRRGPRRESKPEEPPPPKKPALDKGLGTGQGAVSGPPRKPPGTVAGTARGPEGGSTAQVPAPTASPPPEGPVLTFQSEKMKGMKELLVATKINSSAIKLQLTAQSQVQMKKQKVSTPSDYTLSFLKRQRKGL
GALK inh – qHTS Assay for Inhibitors of Human Galactokinase (GALK); P51570; Purified GALK, Kinase-Glo residual ATP luminescence; Potency, µM (titrated, usually from 57.5 µM), for inactives: top-dose activity change, negative = inhibition, usual class: inhibitors; actives 0.007% (n = 270,000); note: potency is the fitted concentration of half-maximal effect; % is set by controls: 0 for no effect and ±100 for the full control effect
Target sequence (P51570 whole entry, looked up): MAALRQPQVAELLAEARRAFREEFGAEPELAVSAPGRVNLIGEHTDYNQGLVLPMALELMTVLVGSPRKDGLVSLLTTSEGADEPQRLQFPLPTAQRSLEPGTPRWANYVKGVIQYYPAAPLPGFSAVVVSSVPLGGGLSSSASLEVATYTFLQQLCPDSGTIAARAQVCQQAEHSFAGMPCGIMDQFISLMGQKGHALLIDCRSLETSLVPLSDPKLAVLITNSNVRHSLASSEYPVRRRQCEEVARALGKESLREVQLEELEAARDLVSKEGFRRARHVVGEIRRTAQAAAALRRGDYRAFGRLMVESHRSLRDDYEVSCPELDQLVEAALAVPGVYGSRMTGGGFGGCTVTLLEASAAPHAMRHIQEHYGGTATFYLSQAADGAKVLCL
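The enzyme phosphorylates galactose (100 uM) using ATP (35 uM); inhibition is detected as higher residual ATP, quantified by bioluminescence after 1 h reaction at room temperature, pH 8.0.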
B2AR arrestin – qHTS assay of beta-arrestin-biased ligands of beta2-adrenergic receptor | actives 0.02% (n = 330,000) | Potency, µM (top dose mostly 46.1 µM), without a hit: at the highest dose activation, most hits filed as activators | beta-arrestin recruitment to beta2AR, cell-based reporter | AID 492947, 2010;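 note: potency is the fitted concentration of half-maximal effect; 0% = DMSO controls and full agonism = EC100 isoproterenol or metaproterenol; nearly all actives have a fitted effect of over 65% in size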
KCNH2 3.1 inh – qHTS for Inhibitors of KCHN2 3.1: Mutant qHTS; Potassium voltage-gated channel subfamily H member 2, brain isoform KCNH2 3.1 (human); U2OS KCNH2 3.1, thallium flux FluxOr; hits give low values; activity change, % (tested at about 1.8 µM); actives 0.95% (n = 340,000);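 active = maximum activity change below -70%; inconclusive = maximum activity change from -70% to -50%; inactive = maximum activity change above -50%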;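 note: thallium influx rate constant from kinetic fluorescence after stimulation buffer; % is set by controls: 0 for no effect and ±100 for the full control effect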
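We transduce U2OS cells with the mutant 3.1 virus, culture them overnight, load FluxOr with Red40 quencher for 45 min, then add stimulation buffer and read kinetically for 2 min to derive a normalized rate constant.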
Coupling enz – qHTS Assay for Inhibitors of Fructose-1,6-bisphosphate Aldolase from Giardia Lamblia: Coupling assay counterscreen; activity change, negative = inhibition, % at 58.2 µM, hits read low; actives 0.67% (n = 290,000); coupling enzyme system counterscreen, AmpLite Red fluorescence; in the data active = activity change below about -30%; note: % is set by controls: 0 for no effect and ±100 for the full control effect
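Compounds tested against the coupling enzymes alone at 57.5 uM final; readout was AmpLite Red fluorescence (525/598 nm) after 20 min at RT.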
CXXC DNA block – qHTS Fluorescence Polarization Assay for Inhibitors of MLL CXXC domain - DNA interaction | actives 0.037% (n = 290,000) | MLL-CXXC / FITC-HOXA9 DNA fluorescence polarization | Histone-lysine N-methyltransferase 2A (Homo sapiens), Q03164 | Potency, µM (doses to about 115 µM), without a hit: at the top dose activity change, negative = inhibition, hits mostly inhibitors; active = well fitted inhibition curve with a large enough effect in the polarisation, with a control signal flat, not every such curve was filed as active; inconclusive = small, poorly fitted or top-dose-only effect, or effect the other way, or a change in a side signal; inactive = no such curve, though single readings can be large or run the other way; the % refers to the polarisation; note: potency is the fitted concentration of half-maximal effect
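Fluorescence polarization: 7 uM MLL-CXXC (stock) preincubated 5 min with compounds, then 50 nM fluorescein-HOX-A9 DNA (stock) added; 30 min ambient. Buffer 50 mM Tris-HCl pH 7.5, 50 mM NaCl, 1 mM DTT, 0.05% BSA.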
Starred values were filed as active, the others as inactive; ? = inconclusive; . = not tested or not shown; & = joins results of further samples. Unless noted, calls come from the whole dose curve; as a rule, active = well fitted curve in the direction sought with a large enough effect; inconclusive = small, poorly fitted or top-dose-only effect, or another doubt; inactive = no such curve, though single readings can be large; an effect the other way counts as inactive or inconclusive.

SMILES | USP2a inh | TRPV1 ag | Giardia kill | PKM2 act | KCNH2 WT inh | Menin MLL FP TR | GALK inh | B2AR arrestin | KCNH2 3.1 inh | Coupling enz | CXXC DNA block
COc1cc(Cl)c(S(=O)(=O)NCc2ccccn2)cc1Cl | 1% | -2 | -3 | -3% | 0 | . | -4% | 0.0% | -19 | 1 | 0%
COC(=O)C1=C(C)N(CCCC(=O)O)C(=O)NC1c1cccs1 (stereo not given) | 3% | -1 | 6 | -3% | -1 | 10% | . | 0.2% | 16 | -1 | 5%
N#C/C(=C\c1cc(Cl)c(OCc2ccc(Cl)cc2)c(Cl)c1)C(N)=O | 6% | 0 | . | 4% | . | . | -3% | -0.2% | . | -2 | -2%
COc1ccc(CCNC(=O)CSc2n[nH]c(N)n2)cc1OC | 6% | -3 | -1 | . | 19 | -10% | 0% | 0.2% | -23 | 1 | -7%
O=C(CSc1ccc2nnc(-c3ccccn3)n2n1)NCC1CCCO1 (stereo not given) | 4% | -2 | 7 | 14% | -11 | -7% | 2% | -0.8% | 18 | 0 | 2%
Nc1ccc(NC(=O)CCN2CCOCC2)cc1 | 2% | -5 | -5 | 6% | -3 | -16% | -4% | 0.4% | 0 | -3 | -6%
CCCCN(Cc1ccccc1)S(=O)(=O)c1c(N)n(C)c(=O)n(C)c1=O | 0% | 2 | 22 | 1% | -4 | 10% | -1% | 0.2% | -4 | 1 | -8%
CNC(=S)N1N=C(c2ccc(Br)cc2)CC1c1ccc(OC)cc1 (stereo not given) | -1% | 0 | -8 | ? | -12 | -28% | 0% | 0.1% | -35 | 0 | 4%
COc1ccc(S(=O)(=O)N2CCCCC2)cc1NC(=O)c1cncc(Br)c1 | 0% | 3 | 12 | . | 17 | . | . | 0.1% | 2 | . | .
Cc1nn(-c2ccc(F)cc2)c(Cl)c1C(=O)N(C)CC(=O)Nc1cccc(F)c1 | -11% | 10 | 12 | . | 4 | . | . | -0.9% | -18 | . | .
Cc1ccc(C(=O)c2c[nH]c(C(=O)NCCCN3CCOCC3)c2)cc1 | 0% | -4 | 4 | 7% | 4 | -22% | -3% | -0.2% | -7 | 3 | -13%
CCC(CC)NC(=O)C1CC(=O)N(CCc2ccc(F)cc2)C1 (stereo not given) | -1% | 0 | 1 | -1% | -13 | 1% | 4% | -0.4% | -22 | 1 | 0%
O=C(COc1ccccc1Cl)NCCNC(=O)c1ccccn1 | 3% | -3 | 0 | . | -5 | -4% | -1% | -0.1% | -2 | -1 | -3%
NC(=O)C(c1ccc(Cl)cc1Cl)c1ncc(C(F)(F)F)cc1Cl (stereo not given) | 1% | 2 | 17 | 0% | -18 | 5% | -3% | -0.1% | 10 | -1 | 1%
Cc1ccc(/C=C/C(=O)Nc2ccccc2C(N)=O)cc1 | 0% | ? | ? | -14% | 7 | ? | 1% | -0.3% | 10 | 1 | 9%
O=C(O)c1ccc(CSc2nnc(-c3ccccc3)n2-c2ccccc2)cc1 | 3% | -7 | -3 | 0% | 6 | . | -2% | -0.2% | 13 | 17 | 0%
Cc1cccc(OCCC(=O)NNC(=O)c2ccoc2C)c1 | -4% | 0 | -10 | . | 3 | . | . | -1.0% | 4 | . | .
CCOC(=O)C1CCN(C(=O)c2ccc(Cl)c(S(=O)(=O)N3CCCC3)c2)CC1 | 3% | -2 | 0 | 0% | -1 | . | -4% | 0.4% | 15 | . | -12%
c1ccc(-c2cc3ccccc3[nH]2)cc1 | -5% | 7 | -5 | 7% | -30 | -2% | . | -0.6% | -7 | 0 | -1%
COc1cc(CNCc2cccc(OC)c2OC)cc(OC)c1 | -1% | 2 | -3 | 3% | -8 | -15% | 5% | -1.3% | 1 | -2 | -2%
CCOC(=O)N1CCC(NC(=O)c2cc3cc4cc(OC)ccc4nc3o2)CC1 | 0% | 1 | -5 | -4% | 5 | -28% | -2% | -0.3% | 16 | -3 | 7%
COc1ccc(/C=C/CN2CCCC(C(=O)c3ccc(OC)c(F)c3)C2)cc1 (stereo not given) | -1% | 1 | 11 | -2% | -12 | -22% | 1% | 3.6% | -90* | 1 | -4%
COc1ccccc1C(=O)Oc1ccc(N2C(=O)CCC2=O)cc1 | 5% | -2 | -16 | -4% | -20 | 2% | 0% | -0.2% | -11 | 0 | 21%
Cc1ccc(NC(=O)COc2cccc(Oc3ccccc3)c2)cc1S(=O)(=O)N1CCOCC1 | 2% | -2 | 0 | . | -9 | . | . | -0.1% | -1 | . | .
CN(C)CCNC(=O)NC1CCCCC1 | 0% | 4 | 25 | 6% | -3 | 1% | 2% | -0.7% | 18 | 6 | 1%

2 compounds drawn at random from those above:
SMILES | USP2a inh | TRPV1 ag | Giardia kill | PKM2 act | KCNH2 WT inh | Menin MLL FP TR | GALK inh | B2AR arrestin | KCNH2 3.1 inh | Coupling enz | CXXC DNA block
O=C(COc1ccccc1Cl)NCCNC(=O)c1ccccn1 | 3% | -3 | 0 | . | -5 | -4% | -1% | -0.1% | -2 | -1 | -3%
COc1cc(Cl)c(S(=O)(=O)NCc2ccccn2)cc1Cl | 1% | -2 | -3 | -3% | 0 | . | -4% | 0.0% | -19 | 1 | 0%

More entries.
SMILES | USP2a inh | TRPV1 ag | Giardia kill | PKM2 act | KCNH2 WT inh | Menin MLL FP TR | GALK inh | B2AR arrestin | KCNH2 3.1 inh | Coupling enz | CXXC DNA block
CCOC(=O)c1sc(NC(=O)CSc2nc(C)cc(C)n2)c(C#N)c1C | 0% | -3 | 2 | -1% | -4 | 18% | 0% | -0.2% | -17 | . | -1%
CCN(CC(=O)NCc1cccs1)C(=O)CCC(=O)c1ccc(C)cc1 | 3% | -1 | 13 | . | 5 | . | . | -0.4% | 6 | . | .
CCc1cc2cc(C)cc(C)c2nc1Cl | 12% | -3 | -15 | 0% | -3 | -14% | -1% | -0.2% | 17 | 3 | 6%
CCn1c(SCC(=O)N2CCN(c3ccc(Cl)cc3)CC2)nc2ccccc2c1=O | -1% | 2 | -6&18 | -1% | 9 | -14% | -4% | -0.7% | -3 | 3 | 4%
CCOc1ccc(NC(=O)CC2C(=O)NCCN2C(=O)c2ccc(Cl)cc2)cc1 (stereo not given) | 1% | 0 | 1 | 9% | -2 | 10% | -1% | 0.1% | -29 | 0 | -3%
COc1ccc(/C=C/C(=O)NC(=S)NCc2ccccc2)cc1OC | 3% | 3 | -4 | -4% | -4 | . | 1% | -0.2% | -20 | -3 | -12%
O=C(C1=C[C@@H](c2ccc(C(F)(F)F)cc2)C[C@@H](OCCCCO)O1)N1CCN(Cc2ccc3c(c2)OCO3)CC1 | 1% | 9 | 4 | -1% | 16 | ? | 0% | -0.2% | ? | 4 | -11%
CC(NC(=S)Nc1cccc(F)c1)C(c1cccs1)N1CCOCC1 (stereo not given) | 8% | 13 | 5 | 0% | 4 | . | 4% | 0.0% | 8 | 1 | 0%
COc1ccc(C(C[N+](=O)[O-])c2c(C)[nH]n(-c3ccccc3)c2=O)cc1 (stereo not given) | 1% | 2 | -11 | . | 2 | -1% | -1% | 0.1% | -4 | -39* | ?

5 compounds already listed, ordered by the value under B2AR arrestin, low to high:
SMILES | USP2a inh | TRPV1 ag | Menin MLL FP TR | GALK inh | B2AR arrestin | CXXC DNA block
CCn1c(SCC(=O)N2CCN(c3ccc(Cl)cc3)CC2)nc2ccccc2c1=O | -1% | 2 | -14% | -4% | -0.7% | 4%
CCN(CC(=O)NCc1cccs1)C(=O)CCC(=O)c1ccc(C)cc1 | 3% | -1 | . | . | -0.4% | .
COc1ccc(/C=C/C(=O)NC(=S)NCc2ccccc2)cc1OC | 3% | 3 | . | 1% | -0.2% | -12%
CC(NC(=S)Nc1cccc(F)c1)C(c1cccs1)N1CCOCC1 (stereo not given) | 8% | 13 | . | 4% | 0.0% | 0%
CCOc1ccc(NC(=O)CC2C(=O)NCCN2C(=O)c2ccc(Cl)cc2)cc1 (stereo not given) | 1% | 0 | 10% | -1% | 0.1% | -3%

The list is partial (hit frequency here may not be typical).
